hERG WT inh: inhibitors of human wildtype KCNH2 potassium channel. Q12809. U2OS, BacMam KCNH2, thallium flux FluxOr; active compounds read low. activity change, % at 1.84 µM. actives 0.37% (n = 340,000);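 active = maximum activity change below -70%; inconclusive = maximum activity change between -70% and -50%; inactive = maximum activity change above -50%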; note: % is set by controls: 0 for no effect and ±100 for the full control effect
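U2OS cells transduced with wild-type KCNH2 virus are loaded with FluxOr dye for 45 min, and thallium flux is measured in kinetic reads before and after stimulation buffer. Rate constants are normalized to DMSO controls.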
Giardia kill: Giardia lamblia killing | actives 0.15% (n = 340,000) | AID 540267 | Giardia lamblia trophozoite viability | activity change, % at 7.66 µM, hits read low; in the data active = activity change below about -80%; inconclusive = between about -30% and that limit;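 note: parasites exposed to compound for two days anaerobically before the ATP read; % is set by controls: 0 for no effect and ±100 for the full control effect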
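Luminescence from cellular ATP indicates surviving trophozoites (100 cells/well) following 48 hrs anaerobic compound treatment at 37 deg C; signal develops 15-30 min at room temperature.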
AT treatment: potential ataxia-telangiectasia treatments restoring KAP-1 phosphorylation. […] A-T fibroblasts, KAP-1 phosphorylation AlphaLISA; neocarzinostatin DNA damage 30 min before lysis. Potency, µM (doses to about 57.5 µM), inactives show at the top dose activation, most hits filed as activators. actives 0.19% (n = 320,000). AID 485349; note: potency is the fitted concentration of half-maximal effect; % of control where 0% means no effect; nearly all actives have a fitted effect of over 45% in size
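ATM-like activity read as KAP-1 phosphorylation via AlphaLISA donor/acceptor antibody pairs after lysis and 6 hr at 25C. Cells were ATM-null patient fibroblasts ([…], hTERT), dosed 60 min, then exposed to the DSB inducer NCS for 30 min.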
BCR signal inh: chronic active BCR signaling inhibition; actives 0.05% (n = 340,000); ABC-DLBCL IkBa-CBG/CBR reporter, luminescence ratio, 4 h; Potency, µM (highest dose often 46.1 µM), for the others: top-dose ratio change, negative = lower green/red ratio, usual class: inhibitors; active = well fitted inhibition curve with a large enough effect in the signal ratio, with a control signal flat, not every such curve was filed as active; inconclusive = small, poorly fitted or top-dose-only effect, or effect the other way, or a change in a side signal; the % refers to the signal ratio;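 note: potency is the fitted concentration of half-maximal effect; plate controls were basal doxycycline-induced cells for no effect and cells given 10 µM MG132 for full effect; MG132 reads +100%, hits lower the ratio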
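Doxycycline induced both beetle luciferases in TMD8 lymphoma cells; IKK-driven degradation limits the IkappaBalpha-fused green signal, while red luminescence normalises for cell number and nonspecific effects. Compounds tested up to 46 uM, 4 hrs.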
TCR activator: activates T cell receptor signaling. primary human leukocytes, anti-CD3, IL-2 HTRF, 48 h. Potency, µM (series often up to 9.22 µM), without a hit: top-dose activation of IL-2 secretion, actives largely listed as activators. 330,000 tested, under 10 active. AID 504894; note: % of control where 0% means no effect
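1) Mix primary human leukocytes, a-CD3 beads and compound. 2) Incubate 48 hr. 3) Add HTRF IL-2 reagents (a-IL-2-K, a-IL-2-d2).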
CXXC DNA block: MLL CXXC-DNA interaction inhibition | Q03164 | MLL-CXXC / FITC-HOXA9 DNA fluorescence polarization | Potency, µM (titrated, usually from 115 µM), without a hit: top-dose activity change, negative = inhibition, actives largely listed as inhibitors | actives 0.037% (n = 290,000) | AID 2662; active = well fitted inhibition curve with a large enough effect in the polarisation, with a control signal flat, not every such curve was filed as active; inconclusive = small, poorly fitted or top-dose-only effect, or effect the other way, or a change in a side signal; inactive = no such curve, though single readings can be large or run the other way; the % refers to the polarisation; note: potency is the fitted concentration of half-maximal effect
Target sequence (Q03164 whole entry, looked up): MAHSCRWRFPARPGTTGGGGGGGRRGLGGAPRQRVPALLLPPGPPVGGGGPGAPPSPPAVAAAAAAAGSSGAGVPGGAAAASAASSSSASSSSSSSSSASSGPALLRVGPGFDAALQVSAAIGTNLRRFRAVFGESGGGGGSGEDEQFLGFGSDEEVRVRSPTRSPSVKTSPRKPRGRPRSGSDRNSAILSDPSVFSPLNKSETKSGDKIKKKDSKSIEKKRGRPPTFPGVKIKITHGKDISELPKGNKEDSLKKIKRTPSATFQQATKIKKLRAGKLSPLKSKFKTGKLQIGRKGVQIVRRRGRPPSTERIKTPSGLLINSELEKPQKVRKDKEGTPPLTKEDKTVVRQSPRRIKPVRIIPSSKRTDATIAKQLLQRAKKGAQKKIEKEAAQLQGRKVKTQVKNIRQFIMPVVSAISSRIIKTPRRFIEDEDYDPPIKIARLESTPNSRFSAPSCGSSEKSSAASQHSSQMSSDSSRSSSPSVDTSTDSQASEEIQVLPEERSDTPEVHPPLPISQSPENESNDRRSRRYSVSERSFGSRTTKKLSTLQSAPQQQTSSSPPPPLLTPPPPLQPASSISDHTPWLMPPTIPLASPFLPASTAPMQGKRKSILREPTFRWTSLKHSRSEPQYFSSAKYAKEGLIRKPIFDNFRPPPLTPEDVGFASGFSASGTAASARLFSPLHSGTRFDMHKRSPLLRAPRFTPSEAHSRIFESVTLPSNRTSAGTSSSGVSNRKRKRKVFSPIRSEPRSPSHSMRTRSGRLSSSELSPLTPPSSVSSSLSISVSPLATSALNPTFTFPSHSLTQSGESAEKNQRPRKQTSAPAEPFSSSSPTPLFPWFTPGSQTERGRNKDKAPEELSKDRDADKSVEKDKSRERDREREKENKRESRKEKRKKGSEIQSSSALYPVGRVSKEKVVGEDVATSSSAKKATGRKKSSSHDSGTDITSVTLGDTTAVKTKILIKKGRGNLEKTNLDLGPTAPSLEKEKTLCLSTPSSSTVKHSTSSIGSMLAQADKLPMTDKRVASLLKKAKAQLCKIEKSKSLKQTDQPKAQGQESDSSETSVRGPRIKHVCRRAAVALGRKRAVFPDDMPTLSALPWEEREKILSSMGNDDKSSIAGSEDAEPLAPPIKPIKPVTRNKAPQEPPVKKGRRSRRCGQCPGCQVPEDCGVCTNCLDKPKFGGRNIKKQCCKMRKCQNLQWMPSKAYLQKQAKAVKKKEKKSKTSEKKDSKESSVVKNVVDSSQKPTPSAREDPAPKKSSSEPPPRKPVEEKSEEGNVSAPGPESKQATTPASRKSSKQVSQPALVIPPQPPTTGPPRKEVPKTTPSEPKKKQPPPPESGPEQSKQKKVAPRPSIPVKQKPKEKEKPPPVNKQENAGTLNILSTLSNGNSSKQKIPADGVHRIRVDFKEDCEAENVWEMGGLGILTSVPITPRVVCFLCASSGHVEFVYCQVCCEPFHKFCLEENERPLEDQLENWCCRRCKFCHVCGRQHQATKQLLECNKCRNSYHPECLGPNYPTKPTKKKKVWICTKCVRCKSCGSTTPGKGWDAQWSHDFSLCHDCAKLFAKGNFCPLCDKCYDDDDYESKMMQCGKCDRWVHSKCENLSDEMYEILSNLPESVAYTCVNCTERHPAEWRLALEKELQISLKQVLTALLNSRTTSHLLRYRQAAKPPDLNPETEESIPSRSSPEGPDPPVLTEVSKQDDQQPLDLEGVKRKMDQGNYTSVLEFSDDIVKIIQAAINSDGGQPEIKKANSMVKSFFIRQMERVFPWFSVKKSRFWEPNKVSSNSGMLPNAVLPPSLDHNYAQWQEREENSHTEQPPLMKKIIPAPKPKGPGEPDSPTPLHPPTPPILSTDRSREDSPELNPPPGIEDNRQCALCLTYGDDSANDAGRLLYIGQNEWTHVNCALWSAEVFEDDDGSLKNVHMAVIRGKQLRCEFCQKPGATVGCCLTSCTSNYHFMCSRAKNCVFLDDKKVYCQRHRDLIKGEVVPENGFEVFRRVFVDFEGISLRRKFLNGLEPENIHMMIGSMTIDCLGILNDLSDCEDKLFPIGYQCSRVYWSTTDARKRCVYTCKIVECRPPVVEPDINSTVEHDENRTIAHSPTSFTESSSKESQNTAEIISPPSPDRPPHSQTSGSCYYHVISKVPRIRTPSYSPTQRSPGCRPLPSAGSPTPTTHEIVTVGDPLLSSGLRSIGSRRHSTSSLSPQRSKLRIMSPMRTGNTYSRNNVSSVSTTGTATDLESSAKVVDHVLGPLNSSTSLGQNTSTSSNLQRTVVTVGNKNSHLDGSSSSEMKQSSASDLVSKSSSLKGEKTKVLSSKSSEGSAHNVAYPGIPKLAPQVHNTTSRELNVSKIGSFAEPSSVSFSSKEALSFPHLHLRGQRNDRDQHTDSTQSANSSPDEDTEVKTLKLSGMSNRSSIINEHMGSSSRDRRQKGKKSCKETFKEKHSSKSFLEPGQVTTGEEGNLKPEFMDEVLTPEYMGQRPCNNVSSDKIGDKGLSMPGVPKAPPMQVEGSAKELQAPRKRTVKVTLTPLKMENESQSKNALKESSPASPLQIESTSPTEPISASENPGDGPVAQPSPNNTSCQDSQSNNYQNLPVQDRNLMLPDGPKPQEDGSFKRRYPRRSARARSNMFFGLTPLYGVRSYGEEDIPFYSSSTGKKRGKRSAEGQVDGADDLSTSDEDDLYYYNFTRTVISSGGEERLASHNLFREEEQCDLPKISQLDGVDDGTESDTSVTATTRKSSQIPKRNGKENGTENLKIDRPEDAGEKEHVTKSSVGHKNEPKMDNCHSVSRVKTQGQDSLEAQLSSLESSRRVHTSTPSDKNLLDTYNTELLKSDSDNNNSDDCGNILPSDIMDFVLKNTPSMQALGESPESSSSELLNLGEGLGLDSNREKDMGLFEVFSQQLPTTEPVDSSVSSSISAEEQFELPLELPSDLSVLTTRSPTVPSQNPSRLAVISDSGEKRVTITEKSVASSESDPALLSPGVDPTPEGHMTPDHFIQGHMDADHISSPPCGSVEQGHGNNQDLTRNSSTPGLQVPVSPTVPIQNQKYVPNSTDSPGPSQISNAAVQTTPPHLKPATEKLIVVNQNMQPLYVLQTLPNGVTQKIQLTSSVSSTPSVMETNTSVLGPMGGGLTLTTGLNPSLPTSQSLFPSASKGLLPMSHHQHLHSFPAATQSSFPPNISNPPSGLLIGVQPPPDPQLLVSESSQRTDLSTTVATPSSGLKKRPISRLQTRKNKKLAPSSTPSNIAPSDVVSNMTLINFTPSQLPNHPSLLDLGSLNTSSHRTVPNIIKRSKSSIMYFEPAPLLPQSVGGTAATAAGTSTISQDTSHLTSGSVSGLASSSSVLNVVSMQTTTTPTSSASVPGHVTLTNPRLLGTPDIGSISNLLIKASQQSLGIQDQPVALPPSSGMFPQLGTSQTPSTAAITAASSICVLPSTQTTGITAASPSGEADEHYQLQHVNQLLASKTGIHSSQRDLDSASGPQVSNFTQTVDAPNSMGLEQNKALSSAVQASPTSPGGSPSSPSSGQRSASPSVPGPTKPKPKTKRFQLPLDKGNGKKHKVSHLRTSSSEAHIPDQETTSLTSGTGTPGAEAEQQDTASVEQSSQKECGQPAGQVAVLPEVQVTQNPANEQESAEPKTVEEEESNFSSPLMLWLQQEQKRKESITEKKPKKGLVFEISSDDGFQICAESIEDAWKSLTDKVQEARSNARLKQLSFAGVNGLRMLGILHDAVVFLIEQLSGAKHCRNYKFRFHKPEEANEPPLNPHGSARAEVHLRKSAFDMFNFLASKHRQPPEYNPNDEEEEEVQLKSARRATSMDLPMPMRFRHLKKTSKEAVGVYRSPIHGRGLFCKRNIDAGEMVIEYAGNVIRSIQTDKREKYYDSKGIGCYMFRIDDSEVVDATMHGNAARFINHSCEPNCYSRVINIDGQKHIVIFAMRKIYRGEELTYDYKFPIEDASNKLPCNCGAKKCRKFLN
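Purified MLL-CXXC (added from a 7 uM solution) was preincubated 5 min at ambient with pinned compounds in 50 mM Tris-HCl pH 7.5, 50 mM NaCl, 1 mM DTT, 0.05% BSA. Fluorescein-labeled HOX-A9 DNA (50 nM solution) followed, 30 min, then polarization read.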
TSHR antagonist: blocks TSH signaling through the human TSH receptor. TSHR-expressing cells, TSH-stimulated cAMP HTRF, 2 h; active compounds read low. P16473. activity change, negative = inhibition, % at 11.5 µM. actives 0.2% (n = 330,000);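 active = activity change below a set negative limit, meaning inhibition stronger than a set level, cut at about -70% in these data; inconclusive = activity change between two set negative limits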; note: % is set by controls: 0 for no effect and ±100 for the full control effect
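Antagonism was scored as loss of TSH-driven cAMP in TSHR cells, stimulated with 4nM TSH (EC80) for 2 hours at 37 deg C and detected by homogeneous HTRF competition immunoassay.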
Tb PFK block: inhibitors of T. brucei phosphofructokinase; O15648; T. brucei PFK, ADP-Glo luminescence; Potency, µM (top dose mostly 57.5 µM), inactives show at the top dose activity, negative = inhibition, actives largely listed as inhibitors; actives 0.17% (n = 330,000); AID 485367;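 note: potency is the fitted concentration of half-maximal effect; 0% = uninhibited 1x PFK enzyme wells and -100% = no-enzyme wells; nearly all actives have a fitted effect of over 60% in size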
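Activity is normalized to no-enzyme wells (full inhibition) and 1.25 nM enzyme wells (no inhibition). Reaction: 0.5 mM F6P, 0.1 mM ATP, 45 min RT, ADP-Glo luminescence; concentration-response curves fitted and classed by quality.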
Coupling enz: counter-screen for Giardia aldolase inhibitors: coupling enzyme system. coupling enzyme system counterscreen, AmpLite Red fluorescence. activity change, negative = inhibition, % at 58.2 µM, hits read low. actives 0.67% (n = 290,000). AID 2472; in the data active = activity change below about -30%; note: % is set by controls: 0 for no effect and ±100 for the full control effect
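Activity here indicates interference with the coupling reaction, not aldolase inhibition. Compounds at 57.5 uM final met coupling enzymes for 10 min at RT; substrate and AmpLite Red detection followed, with a 525/598 nm fluorescence read after 20 min.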
GALK inhibitor: blocks human galactokinase activity. P51570. Purified GALK, Kinase-Glo residual ATP luminescence. Potency, µM (top dose mostly 57.5 µM), for inactives: at the highest dose activity change, negative = inhibition, usual class: inhibitors. actives 0.007% (n = 270,000). AID 1868; note: potency is the fitted concentration of half-maximal effect; % is set by controls: 0 for no effect and ±100 for the full control effect
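5 nM enzyme, 35 uM ATP, 100 uM galactose, 20 mM HEPES pH8.0, 5 mM MgCl2; 1 h RT; residual ATP by Kinase-Glo Plus luminescence, qHTS format.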
Active calls of the source: *; ? = inconclusive; · = no result given; ! = not active in a repeat; [ ] = another dose, or the depositor's remark. Unless noted, calls come from the whole dose curve; as a rule, active = well fitted curve in the direction sought with a large enough effect; inconclusive = small, poorly fitted or top-dose-only effect, or another doubt; inactive = no such curve, though single readings can be large; an effect the other way counts as inactive or inconclusive.

SMILES	hERG WT inh	Giardia kill	AT treatment	BCR signal inh	TCR activator	CXXC DNA block	TSHR antagonist	Tb PFK block	Coupling enz	GALK inhibitor
CCCCNC(=O)CNC(=O)c1cccs1	1	4	-1%	12%	6%	7%	2	3%	2	1%
CCn1c(-c2ccc([N+](=O)[O-])cc2)n[nH]c1=S	2	-12	4%	-2%	7%	4%	-7	1%	-2	-2%
CCOCCn1c(CN2CCC(Cc3ccccc3)CC2)nc2c1c(=O)n(C)c(=O)n2C	2	-4	5%	-1%	-6%	7%	5	0%	0	0%
Cc1c(C(=O)NCCN2CCOCC2)oc2ccccc12	2	-12	5%	4%	-2%	4%	-4	-3%	0	-2%
O=C(NCc1ccccn1)c1cc2c(ccc3ccccc32)oc1=O	15	-21	4%	2%	-3%	-13%	4	-7%	-2	0%
Cc1c(N=Cc2ccc(-c3ccc(Cl)cc3)o2)c(=O)n(-c2ccccc2)n1C	2	-15	-1%	4%	-2%	-3%	-9	0%	0	2%
COc1cccc(NC(=O)Cn2c(SCC(=O)N3CCOCC3)nc3ccccc32)c1	46	6	7%	?	7%	2%	14	-4%	3	0%
CCCCC1=CC2=CC(=O)C(C)(OC(=O)CC)C(=O)C2=CN1C1CCCC1 (configuration not stated)	3	-14	-19%	-6%	-3%	2%	-5	1%	-33*!	3%
Cc1ccc(O)c(C(=O)CC(=O)c2ccc(C(C)(C)C)cc2)c1	-10	9	28%	3%	2%	-10%	-9	0%	1	0%
C#CCNC(=O)C1=C[C@@H](c2coc3ccccc3c2=O)[C@H](CCCO)[C@@H](OCC)O1	·	-18	-3%	?	0%	?	-4	0%	3	0%
O=C(NCCCN1CCOCC1)C(=O)NCc1ccco1	5	-1	1%[11.5 µM]	0%	-4%	?	-1	-4%	3	-1%
CC(=O)N(CC(=O)Nc1sc(C)c(C)c1C(N)=O)Cc1ccccc1	-24	14	2%[11.5 µM]	-7%	-7%	-2%	-6	0%	3	-1%
Cc1cc(C)nc(CCNC(=O)c2cc(COc3c(C)cccc3C)on2)n1	-11	4	14%	-11%	-1%	0%	-10	1%	·	-2%
CSCCC(NC(=O)c1ccccc1Br)C(=O)NC(C)CCc1ccccc1 (configuration not stated)	-4	28	4%	4%	2%	2%	-3	0%	1	-4%
Cc1ccc(-c2n[nH]c(=O)c3ccccc23)cc1S(=O)(=O)NCC1CCCO1 (configuration not stated)	-4	-22	14%	-7%	9%	-3%	3	0%	2	3%

3 compounds out of the list above, sorted by their value in CXXC DNA block, rising:
SMILES,CXXC DNA block
O=C(NCc1ccccn1)c1cc2c(ccc3ccccc32)oc1=O,-13%
CC(=O)N(CC(=O)Nc1sc(C)c(C)c1C(N)=O)Cc1ccccc1,-2%
CCOCCn1c(CN2CCC(Cc3ccccc3)CC2)nc2c1c(=O)n(C)c(=O)n2C,7%

(continued)
SMILES	hERG WT inh	Giardia kill	AT treatment	BCR signal inh	TCR activator	CXXC DNA block	TSHR antagonist	Tb PFK block	Coupling enz	GALK inhibitor
O=C(COc1ccccc1F)N/N=C1\CCCc2ccccc21	-1	5	8%	?	0%[46.1 µM]	1%	-15	3%	-9	0%
COc1ccc(C(c2c(C)[nH][nH]c2=O)c2c(C)[nH][nH]c2=O)cc1Br	5	-7	5%	?	-4%	4%	-3	-4%	2	-6%
CSc1ccccc1OCc1cc(C(=O)N(C)CCc2c(C)n[nH]c2C)no1	-8	-3	-1%	?	4%	7%	18	0%	·	4%
CC(C)(C)C1(c2ccccc2)NC(=O)N(CC(=O)N2CCOCC2)C1=O (configuration not stated)	4	11	·	·	-3%	16%	·	·	2	5%
Cc1csc2nc(CSc3nc4ccccc4o3)c(Br)n12	-4	7	6%	-29%	3%	5%	·	18%	1	-2%
Cc1cc(C)cc(NS(=O)(=O)c2c(C(=O)N3CCOCC3)c(C)n(C)c2C)c1	21	9	2%	-7%	4%	6%	-2	-2%	0	9%
COc1ccc(/C=N/NS(=O)(=O)c2ccc(NC(C)=O)cc2)cc1	-8	-2	3%	-9%	-1%	-1%	-10	-2%	-2	-1%
Cc1oc(-c2cccc(Br)c2)[n+]([O-])c1C	1	-19	3%	?	10%	10%	3	14%	0	3%
COc1ccc(OCc2cc(C(=O)N(C)CC3CCCCO3)no2)c(Cl)c1 (configuration not stated)	-4	-24	2%	-3%	-3%	-1%	-3	0%	0	3%
CC(=O)Nc1cc(NC(C)=O)cc(-c2nc3ccccc3[nH]2)c1	-3	-1	-2%	8%	8%	-3%	-8	-2%	0	-2%
CCOc1ccc(Nc2cc(C)nc(N3CCOCC3)n2)cc1	-8	7	0%	0%	1%	-1%	-6	0%	0	-1%
O=C(O)c1cc(-c2ccc(Cl)cc2)n(-c2ccc(F)cc2)n1	-4	-10	?	5%	7%	-9%	3	5%	-4	-2%
CCC(=O)Nc1cccc(C2=NOC3(C2)C[C@H](C(N)=O)N(C(=O)Cc2ccc([N+](=O)[O-])cc2)C3)c1 (some centres not stated)	-6	-8	-10%	?	-2%	-3%	2	-10%	4	4%
CCOc1ccc(CCN2C(=O)C3C4CCC(O4)C3C2=O)cc1OCC (configuration not stated)	3	-11	6%	0%	7%	·	-20	-5%	·	·
COc1ccccc1-c1cc(C(=O)N/N=C/c2ccc(C)s2)c2ccccc2n1	1	10	-2%	?	-3%	-16%	-4	-1%	-8	1%
CCN(CC(=O)Nc1c(F)cccc1F)C(=O)CCNS(=O)(=O)c1ccc(C)c(C)c1	-3	0	8%	11%	0%	·	7	-10%	·	·
COc1ccc(C2/C=C\CN(C(=O)Nc3ccccc3)CC(=O)N2Cc2ccc(F)cc2)cc1 (configuration not stated)	8	-19	-13%	12%	3%	3%	2	2%	3	2%
O=C(/C=C/c1ccc(Cl)cc1)N1CCOCC1	0	-13	12%	-17%	0%	-13%	27	-3%	1	5%
CCC(C)(C)NC(=O)C(c1sccc1C)N(Cc1ccco1)C(=O)c1csnn1 (configuration not stated)	-6	0	-3%	7%	7%	17%	0	0%	-2	4%
CCNC(=S)NNC(=O)c1cc(C)nc2ccccc12	-10	-15	-12%	4%	2%[46.1 µM]	8%	3	0%	-2	1%
CCCCCCCc1c(O)nc(SCC(=O)O)[nH]c1=O	-3	7	10%	2%	-1%	-13%	9	-6%	15	5%
CCOC(=O)c1sc(-c2ccccc2)cc1NC(=O)CSc1nnnn1C	-14	-5	23%	5%	-25%	12%	-3	1%	1	11%
O=C(CSc1nnc(-c2cccnc2)o1)Nc1ccccc1F	0	10	7%	-4%	13%	·	-10	-2%	·	·
O=C(NC(=S)NNC(=O)c1ccccc1O)c1cccs1	5	-2	11%	?	-1%	1%	5	1%	0	-2%
Cc1ccc(C)c(NS(=O)(=O)c2ccc3c(c2)NC(=O)CCS3)c1	-1	19	6%	-5%	-11%	27%	-7	1%	·	5%
COC(=O)c1ccc(CN(C(C)=O)c2ccccc2)o1	3	2	0%	4%	-2%	15%	23	-1%	3	10%
Cc1c(C(=O)NCc2ccco2)cccc1[N+](=O)[O-]	-5	14	14%	2%	-8%[46.1 µM]	9%	-3	0%	2	-1%
COc1cc2nc(-c3ccc(Br)o3)oc(=O)c2cc1OC	-8	-13	5%	?	4%	1%	15	6%	-40*	0%
CC1CC(C)CN(C(=O)COC(=O)c2ccc([N+](=O)[O-])o2)C1 (configuration not stated)	0	?	4%	1%	6%	·	-6	-11%	·	·
CCOc1ccc(CN(C)C(=O)CCc2ccc(S(=O)(=O)N3CCCCCC3)cc2)cc1	-2	-17	17%	-1%	-1%	·	-21	-6%	·	·
CC(C)c1ccccc1N=C1SCCN1C1CCS(=O)(=O)C1 (configuration not stated)	0	10	-2%	-1%	-1%	-8%	-13	1%	-2	-3%
CCOC(=O)c1cccc(NC(=O)Cn2cnc3c2c(=O)n(C)c(=O)n3C)c1	-1	-5	-7%	-15%	-3%	7%	-2	-1%	1	-1%
CCOC(=O)C1=C(C)Nc2ncnn2C1c1cc(OC)ccc1OC (configuration not stated)	-4	7	3%	?	-3%	4%	-7	-8%	-8	-2%
COc1ccc(CNCc2c(F)cccc2F)cc1OC	24	-10	10%	-2%	4%	9%	-6	1%	0	-3%
C=CCn1c(SCC(=O)NC(=O)c2cccc([N+](=O)[O-])c2)nnc1-c1ccccc1F	-17	-6	-4%	0%	-1%[46.1 µM]	10%	-3	1%	1	-1%
Cc1cc(C)c(S(=O)(=O)N2CCCC2=O)cc1N(C)S(C)(=O)=O	1	5	7%	-3%	-12%	24%	-8	-6%	2	1%
CC(C)CNC(=O)c1ccccc1NC(=O)c1ccccc1N(C)S(=O)(=O)c1ccccc1	0	0	3%	-17%	4%[46.1 µM]	2%	14	-11%	2	-1%
O=C(CSC1=Nc2ccccc2C2=NC(c3ccccc3)C(=O)N12)NC1CCCCC1 (configuration not stated)	8	0	3%	?	4%	-3%	-1	4%	0	0%

Screens from PubChem.
